# Mm-Cpn inhibitor: M. maripaludis TRiC chaperonin inhibition; purified Mm-Cpn ATPase, ADP Transcreener TR-FRET; Potency, µM (highest dose often 76.9 µM), inactives show at the top dose activity, negative = inhibition, most hits filed as inhibitors; 330,000 tested, 0.031% active; AID 504842; note: potency is the fitted concentration of half-maximal effect; % is set by controls: 0 for no effect and ±100 for the full control effect; nearly all actives have a fitted effect of over 80% in size
#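 ATPase turnover read by TR-FRET ADP competition (Eu cryptate antibody/ADP-d2, 665/590 nm): 10uM ATP final, 25nM Mm-CPN final, 30 min 37degC after 10-min compound preincubation, pH 7.4 Tris/KCl/MgCl2/DTT buffer.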
# PTHR1 ag: PTHR1 (human) receptor agonism; Q03431; HEK293 GP2 PTHR1 cells, GloSensor cAMP luminescence, 1 h; Potency, µM (top dose mostly 115 µM), without a hit: top-dose activation, usual class: activators; 410,000 tested, 0.075% active; AID 743266; note: potency is the fitted concentration of half-maximal effect; nearly all actives have a fitted effect of over 55% in size; some results filed as inactive show a strong effect at the top dose; inactives centre near -15; many of its hits are not listed in these tables
# Target sequence (Q03431 whole entry, looked up): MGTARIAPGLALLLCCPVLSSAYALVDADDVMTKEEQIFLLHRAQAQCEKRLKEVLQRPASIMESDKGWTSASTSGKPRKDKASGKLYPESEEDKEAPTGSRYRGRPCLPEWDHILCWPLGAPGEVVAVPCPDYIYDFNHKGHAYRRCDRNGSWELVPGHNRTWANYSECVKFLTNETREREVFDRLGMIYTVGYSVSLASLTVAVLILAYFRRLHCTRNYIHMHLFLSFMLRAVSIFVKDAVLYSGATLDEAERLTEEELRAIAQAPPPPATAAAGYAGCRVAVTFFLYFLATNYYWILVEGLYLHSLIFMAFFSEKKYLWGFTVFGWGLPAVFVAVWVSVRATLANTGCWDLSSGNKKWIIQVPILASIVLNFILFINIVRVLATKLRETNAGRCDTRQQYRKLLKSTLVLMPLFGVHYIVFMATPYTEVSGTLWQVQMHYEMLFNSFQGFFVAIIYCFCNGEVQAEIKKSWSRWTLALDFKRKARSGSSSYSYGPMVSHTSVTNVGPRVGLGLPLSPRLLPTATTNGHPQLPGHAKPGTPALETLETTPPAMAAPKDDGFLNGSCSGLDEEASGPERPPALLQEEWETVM
#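 HEK-293-derived GP2 cells expressing PTHR1 and a GloSensor cAMP reporter, 3,000/well, plated overnight, given luciferin plus IBMX (each 0.5 mM as added) for 1 h at 37 °C, then compound for 1 h at 37 °C. Luminescence was read after 15 min at room temperature.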
# Akt phos inh: inhibitors of Akt phosphorylation. Neuro2A IGF-stimulated pAkt S473 HTRF, 20 min; hits give low values. activity change, % for hits at 50 µM. 360,000 tested, 0.32% active. AID 651550; in the data active = activity change below about -80%; inconclusive = mostly about -51% to -80%; note: % is set by controls: 0 for no effect and ±100 for the full control effect
#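 Single-point screen (50 µM final compound) in Neuro2A cells stimulated 20 min with 6 nM IGF at 37 deg C. After lysis, Ser473-phosphorylated Akt read by HTRF (ex 330 nm, em 615/665 nm) as the 665/615 ratio.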
# TDP43 rescue: inhibitors of TDP-43 toxicity in yeast. TDP-43 expressing yeast growth rescue, BacTiter-Glo, 24 h. Potency, µM (series often up to 46.1 µM), for the others: top-dose growth rescue (activation), most hits filed as activators. 410,000 tested, 1.8% active. AID 652104; note: potency is the fitted concentration of half-maximal effect; % of control where 0% means no effect; nearly all actives have a fitted effect of over 50% in size
#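 Galactose-induced TDP-43 yeast, OD600=0.02, compound pinned; 24 hr, 30 deg C; BacTiter-Glo luminescence for growth. Inhibitors of TDP-43 toxicity read as activators.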
# HEK293 tox: cytotoxicity in counter-screen for GLP-1R inverse agonists. HEK293 cAMP-luciferase reporter cells, luminescence, 24 h. Potency, µM (series often up to 38.3 µM), for inactives: at the top dose activity change, negative = inhibition, hits mostly inhibitors. 410,000 tested, 0.13% active. AID 624418;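 note: loss of luciferase light is scored as toxicity; potency is the fitted concentration of half-maximal effect; % is set by controls: 0 for no effect and ±100 for the full control effect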
#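 Compound-treated cells are incubated 24 hr at 37 deg C under 5% CO2 after a 12 hour attachment period, then luciferase detection reagent is added and luminescence is measured following 12 min at room temperature; lowered signal indicates toxicity.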
# Abeta rescue: compounds reversing amyloid beta toxicity in yeast; Potency, µM (titrated, usually from 46.1 µM), for inactives: at the highest dose growth rescue, hits mostly activators; 410,000 tested, 0.063% active; yeast expressing A-beta42, growth rescue, OD600, 48 h; response scale: 0% DMSO, 100% iron-clioquinol control; note: potency is the fitted concentration of half-maximal effect; nearly all actives have a fitted effect of over 55% in size
#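 Yeast growth medium received pinned compounds, then yeast cells expressing toxic A-beta were added; plates incubated at 30 C for 48 hr. Growth read as absorbance at 600 nm, normalized to DMSO and equimolar FeCl3 plus clioquinol controls.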
# GLP1R inv ag: acts as inverse agonist at human GLP-1 receptor; HEK293 GLP-1R CRE-luciferase, luminescence, 24 h; GLP-1R form is constitutively active; Potency, µM (titrated, usually from 38.3 µM), for inactives: top-dose activity change, negative = inhibition, usual class: inhibitors; 410,000 tested, 1.6% active; AID 624417; note: potency is the fitted concentration of half-maximal effect; % is set by controls: 0 for no effect and ±100 for the full control effect; nearly all actives have a fitted effect of over 55% in size
# Target sequence (P43220 whole entry, looked up): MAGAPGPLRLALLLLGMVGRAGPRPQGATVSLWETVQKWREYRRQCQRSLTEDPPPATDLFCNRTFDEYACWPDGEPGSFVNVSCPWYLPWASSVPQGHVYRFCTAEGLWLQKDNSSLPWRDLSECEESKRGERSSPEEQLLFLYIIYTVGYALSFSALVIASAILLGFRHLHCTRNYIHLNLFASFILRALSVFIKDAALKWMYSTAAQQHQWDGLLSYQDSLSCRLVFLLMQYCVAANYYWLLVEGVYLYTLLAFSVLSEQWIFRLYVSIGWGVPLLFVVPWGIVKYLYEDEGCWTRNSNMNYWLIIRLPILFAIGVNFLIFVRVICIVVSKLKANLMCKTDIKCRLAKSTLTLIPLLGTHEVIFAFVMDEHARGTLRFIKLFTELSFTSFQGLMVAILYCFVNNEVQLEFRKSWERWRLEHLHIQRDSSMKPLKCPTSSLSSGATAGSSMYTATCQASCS
#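 HEK293 cells stably co-expressing constitutively active GLP-1R and a cAMP-responsive luciferase reporter were seeded in DMEM with 10% Nu serum, given compounds after 12 h, and incubated 24 h at 37 deg C. Luminescence was then read.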
# FUS suppressor: FUS proteinopathy suppression in yeast; S. cerevisiae FUS-expressing, growth rescue, OD600, 24 h; Potency, µM (series often up to 76.6 µM), for inactives: at the highest dose growth rescue (activation), actives largely listed as activators; 390,000 tested, 0.24% active; AID 1347120;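 note: potency is the fitted concentration of half-maximal effect; plate controls were DMSO vehicle for no effect and reference control for full effect; nearly all actives have a fitted effect of over 55% in size; some results filed as inactive show a strong effect at the top dose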
#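 Absorbance at 600 nm, taken 24hr after compound addition, measured rescue of FUS-yeast growth at 30C. Induction used 2% galactose with seeding at OD 0.005. Controls: CP55940 from 92uM final, DMSO only.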
# aSyn yeast inh: alpha-synuclein toxicity inhibition in yeast; Yeast expressing alpha-synuclein, growth rescue, BacTiter-Glo, 24 h; Potency, µM (top dose mostly 46.1 µM), for the others: at the highest dose growth rescue (activation), hits mostly activators; 370,000 tested, 0.14% active; AID 652106; note: potency is the fitted concentration of half-maximal effect; % of control where 0% means no effect; nearly all actives have a fitted effect of over 65% in size
#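 Readout is rescue of growth in alpha-synuclein-expressing yeast, so inhibitors of toxicity appear as activators. Growth after 24 hr at 30 deg C in galactose medium is quantified by luminescence.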
# The depositor's hits bear a star; i = inactive; ? = inconclusive; nt = no result given; & = joins results of further samples; [ ] = dose if it differs, or a comment. Unless noted, calls come from the whole dose curve; as a rule, active = well fitted curve in the direction sought with a large enough effect; inconclusive = small, poorly fitted or top-dose-only effect, or another doubt; inactive = no such curve, though single readings can be large; an effect the other way counts as inactive or inconclusive. Some of the compounds tested (hit frequency here may not be typical).
SMILES,Mm-Cpn inhibitor,PTHR1 ag,Akt phos inh,TDP43 rescue,HEK293 tox,Abeta rescue,GLP1R inv ag,FUS suppressor,aSyn yeast inh
Nc1nc(C23CC4CCC(CC(C4)C2)C3)cs1,-1.9%,i,i,9.8%,-7.1%,9.2%,?,nt,2.3%
COc1cc(NC(=O)C2CCN(S(=O)(=O)c3cccc4nonc34)CC2)cc(OC)c1,1.4%,i,i,19.0%,12.0%,15.9%,18.7%,-7.7%,5.7%
COc1ccc(CN(C(=O)c2cc3ccccc3oc2=O)C2CCS(=O)(=O)C2)cc1OC (stereo not given),-0.6%,-11.8%,i,-20.2%&12.3%,12.6%&12.9%,-6.7%&0.6%,20.7%&20.0%,15.1%&-1.8%,-4.4%
COc1ccc(C(O)Cn2c(=N)n(CCCN(C)C)c3ccccc32)cc1 (stereo not given),-0.4%,-22.0%,i,-0.9%,?,17.9%,?,1.0%,1.0%
CCC(=O)c1cc2c(C)cc(=O)oc2c(C)c1O,-1.1%,0.7%[57.5 µM],nt,-12.2%,34.9%[activator],-4.6%,0.0%,26.2%,-1.3%
O=C(CCCN1C(=O)/C(=C/c2cccs2)SC1=S)NNC(=O)c1ccc(F)cc1,-2.4%,-1.3%,i,10.3%,4.5%,5.7%,4.2%,nt,8.0%
CCCC(=O)Nc1nnc2n1CCS2,nt,i,nt,?,-2.3%,-3.6%,0.0%,-16.4%,-3.8%
N/C(CC(=O)NCCOc1ccccc1)=N\O,0.0%,i,nt,-12.8%,-4.8%,-3.1%,6.3%,28.0%,-7.9%
CC(=O)Nc1cc(=O)c2cccnc2[nH]1,nt,-9.4%,i,0.1%,2.7%,0.1%,2.7%,-1.2%,3.3%
COc1ccc(CN(C)c2ccc(-c3nc(-c4ccc(OC)c(OC)c4)no3)cc2[N+](=O)[O-])cc1,nt,-2.5%,nt,18.4%,-3.3%,-8.4%,18.5%,-10.3%,nt
CCN(CCCNC(=O)CN1N=C(c2ccccc2)CCC1=O)c1cccc(C)c1,nt,i,nt,0.6%,2.1%,2.0%,?,5.6%,nt
O=C(COc1ncnc2c(Cl)cc(Cl)cc12)Nc1cc([N+](=O)[O-])ccc1Cl,-2.1%,i,i,8.5%,25.6%,0.9%,-21.4%,-2.0%,0.8%
O=C(c1ccccc1)c1ccc(OCC(=O)N2CCOCC2)cc1,-2.7%,-21.8%,i,?,1.6%,24.0%,-15.9%,12.4%,-4.5%
COc1cc(C(=S)N2CCOCC2)ccc1OS(=O)(=O)c1ccc(Cl)cc1,3.2%,-85.7%[inhibitor],i,12.1%,-1.8%,-3.8%,?,25.6%,-7.0%
O=C(COC(=O)/C=C/c1ccc(C(F)(F)F)cc1)NCCC1=CCCCC1,3.2%,-20.3%,i,6.9%,3.6%,8.9%,9.9%,7.5%,2.6%
CCN(CC(=O)Nc1c(F)cccc1F)C(=O)/C=C/c1cn(Cc2ccccc2)nc1-c1cccnc1,-1.7%,i,i,18.5%,2.2%,13.4%,20.6%,27.5%,-6.5%
COCC1CCN(C(=O)c2oc3c(F)cccc3c2C)C1 (stereo not given),-0.3%,-25.4%,i,23.5%,5.8%,2.3%,18.4%,-11.6%,14.3%
CCCCN(CC)CCNC(=O)c1cc2c(=O)[nH]c3ccc(C)cc3c2s1,-1.7%,i,i,-3.5%,-22.8%,3.4%,?,17.7%,-5.8%
O=C(O)c1cc(-c2ccc3ccccc3n2)nc2ccccc12,-20.5%,-20.9%,i,0.0%,-4.0%,-6.8%,?,-1.9%,-1.8%
CCCCNS(=O)(=O)CCNCc1ccccc1OC,4.2%,-23.0%,i,11.5%,0.8%,-8.1%,6.9%,-33.2%,-1.1%
Cc1noc(C)c1NC(=O)N1C[C@H](O)COC[C@H]2O[C@@H](CC(=O)NCC3CCCCC3)CC[C@@H]21,nt,i,i,21.6%,0.6%,5.9%,22.5%,-6.3%,-5.0%
Cc1ccc(C(=O)N/C(=C\c2ccc(-c3cccc([N+](=O)[O-])c3)o2)C(=O)NCCCN2CCOCC2)cc1,-1.3%,2.7%,i,-19.7%,?,-16.4%,?,77.3%,-3.3%
CS(=O)(=O)c1ccc(C(=O)N2CCN(C(=O)c3ccco3)CC2)cc1,2.3%,i,i,14.8%,0.6%,-1.6%,14.3%,-1.0%,2.9%
O=C(O/N=C\c1ccc(N2CCCCC2)c([N+](=O)[O-])c1)c1cccc(Cl)c1,1.1%,i,i,24.3%,-1.9%,5.7%,2.0%,nt,6.2%
c1cc2nc(C34CC5CC(CC(C5)C3)C4)[nH]c2cn1,-1.1%,-0.8%,i,9.2%,-1.9%,-1.3%,-7.2%,-9.9%,-2.1%

# The final 2 compounds of the part above are carried over, then new ones follow.
SMILES,Mm-Cpn inhibitor,PTHR1 ag,Akt phos inh,TDP43 rescue,HEK293 tox,Abeta rescue,GLP1R inv ag,FUS suppressor,aSyn yeast inh
O=C(O/N=C\c1ccc(N2CCCCC2)c([N+](=O)[O-])c1)c1cccc(Cl)c1,1.1%,i,i,24.3%,-1.9%,5.7%,2.0%,nt,6.2%
c1cc2nc(C34CC5CC(CC(C5)C3)C4)[nH]c2cn1,-1.1%,-0.8%,i,9.2%,-1.9%,-1.3%,-7.2%,-9.9%,-2.1%
COc1ccc(OC(C)C(=O)NC2CCCCCCC2)cc1 (stereo not given),nt,i,i,4.1%,3.6%,8.6%,?,16.3%,0.5%
CC(=O)NCCNc1nc2cc(-c3ccc(C(=O)N4CCN(C)CC4)cc3)sc2c(=O)n1C,nt,i,i,0.0%,-2.5%,7.4%,17.7%,-9.7%,-1.5%
Cc1ccc(C(=O)N2CCc3ccccc32)cc1C,nt,-12.1%,i,?,0.9%,3.8%,?,-7.2%,-3.9%
Cc1cnc(NC(=O)Nc2ccccc2)c(C)n1,0.0%,i,i,1.7%,2.6%,-8.5%,4.7%,-41.2%,5.5%
CN(C)S(=O)(=O)c1ccc(C(=O)Nc2ccccc2SCCC#N)cc1,-1.8%,-21.0%,i,10.0%,4.4%,4.7%,4.5%,-12.1%,-7.3%
O=C(COc1ccccc1C(=O)NCC1CCCO1)Nc1ccc(Br)cc1 (stereo not given),-2.8%,-27.5%,i,-4.1%,-3.6%,6.3%,?,8.7%,1.9%
CCOc1ccc(C(=O)c2cc([N+](=O)[O-])ccc2Cl)cc1,-0.8%,i,i,?,?,-36.7%[inhibitor],?,10.0%,14.3%
COc1ccc(NC(=O)CN(C)C(=O)CCSc2ccc(C)cc2)cc1,-1.2%,-48.8%[inhibitor],i,21.2%,-6.4%,-1.2%,?,9.1%,2.0%
Cn1c(=O)c(-c2ccccc2)c(O)c2ccccc21,-6.2%,i,i,20µM*,-5.3%,3.2%,7.0%,1.9%,6.4%
CC1CCc2c(sc3ncnc(NCCCOC(C)C)c23)C1 (stereo not given),?,-14.2%[57.5 µM],i,0.0%,9.5%,-32.7%,?,?,-8.8%
CC1Oc2ccc(C#N)cc2N(Cc2ccc(F)cc2)C1=O (stereo not given),nt,-12.6%,i,?,2.0%,-8.1%,-14.6%,-4.3%,7.2%
Cn1c(CN2CCCC(C(=O)c3ccc4c(c3)OCO4)C2)nc2ccccc21 (stereo not given),-0.2%,i,i,-11.0%[9.22 µM],?,25.2%,1.0%,-2.0%,-3.4%
Cc1cc(Cl)ccc1OCC(=O)NNC(=O)c1ccc(=O)[nH]c1,1.9%,-1.7%,i,21.9%,-9.0%,-2.9%,8.8%,13.7%,-3.9%
O=C(NCC1CCCO1)/C(=C\c1ccco1)NC(=O)c1ccc(Cl)cc1 (stereo not given),-4.6%,-0.9%,i,9.2%,-16.1%,25.3%,0.2%,17.9%,3.3%
COc1ccc(-n2c(SCC(=O)Nc3ccccc3C)nc(O)c(Cc3ccccc3)c2=O)cc1,0.8%,-28.6%,i,28.0%,1.5%,-0.4%,-8.8%,1.5%,3.4%
CC(C)N(Cc1nc(-c2ccc(Cl)cc2)no1)Cc1nccn1C,0.1%,-22.8%,i,-11.9%[0.397 µM],-6.1%,5.9%,?,6.9%,2.6%
Cc1sc2nc(CN(C(=O)NC3CCCCC3)C3CCCC3)[nH]c(=O)c2c1C,1.5%,-34.8%,i,0.0%,-22.5%,4.0%,-10.3%,1.0%,-6.0%
CN(C)S(=O)(=O)c1ccc2c(c1)nc(CCC(=O)NCC(=O)Nc1ccc(F)c(F)c1F)n2C,nt,i,i,-15.4%,-0.1%,-13.7%,1.1%,13.0%,2.0%
COc1cc(-c2nc(S(=O)(=O)c3ccc(C)cc3)c(N(C)C)o2)cc(OC)c1OC,-0.9%,i,i,4.3%,-9.2%,-3.8%,55.4%[activator],-3.5%,4.1%
CC1(C)CC(=O)C(N=Nc2cc(S(=O)(=O)N3CCOCC3)ccc2Cl)=C(O)C1,-1.6%,i,i,5.0%,2.3%,4.5%,2.5%,18.7%,6.8%
O=C1COc2ccc(C(=O)CSc3nnc(Cc4cccs4)n3-c3ccc(Cl)cc3)cc2N1,-8.7%,-19.1%[57.5 µM],i,-9.8%,-7.1%,1.9%,-13.7%,?,2.4%
Cc1nc(SCC(=O)N2CCCC2=O)nc(C)c1C,1.9%,-24.6%,i,0.4%,-1.6%,-6.5%,-1.1%,9.0%,9.2%

# Assay outcomes: PubChem BioAssay, National Center for Advancing Translational Sciences (NCATS)
